WRN inhibitor: WRN helicase (human) inhibition; Q14191; WRN helicase unwinding, fluorescent forked duplex, kinetic; Potency, µM (series often up to 114 µM), for inactives: at the highest dose activity change, negative = inhibition, actives largely listed as inhibitors; actives 0.46% (n = 360,000); further: potency means the concentration at half of the fitted maximal effect; on the % scale 0 is the no-effect control and ±100 the full control effect; nearly all actives have a fitted effect of over 55% in size
Target sequence (Q14191 whole entry, looked up): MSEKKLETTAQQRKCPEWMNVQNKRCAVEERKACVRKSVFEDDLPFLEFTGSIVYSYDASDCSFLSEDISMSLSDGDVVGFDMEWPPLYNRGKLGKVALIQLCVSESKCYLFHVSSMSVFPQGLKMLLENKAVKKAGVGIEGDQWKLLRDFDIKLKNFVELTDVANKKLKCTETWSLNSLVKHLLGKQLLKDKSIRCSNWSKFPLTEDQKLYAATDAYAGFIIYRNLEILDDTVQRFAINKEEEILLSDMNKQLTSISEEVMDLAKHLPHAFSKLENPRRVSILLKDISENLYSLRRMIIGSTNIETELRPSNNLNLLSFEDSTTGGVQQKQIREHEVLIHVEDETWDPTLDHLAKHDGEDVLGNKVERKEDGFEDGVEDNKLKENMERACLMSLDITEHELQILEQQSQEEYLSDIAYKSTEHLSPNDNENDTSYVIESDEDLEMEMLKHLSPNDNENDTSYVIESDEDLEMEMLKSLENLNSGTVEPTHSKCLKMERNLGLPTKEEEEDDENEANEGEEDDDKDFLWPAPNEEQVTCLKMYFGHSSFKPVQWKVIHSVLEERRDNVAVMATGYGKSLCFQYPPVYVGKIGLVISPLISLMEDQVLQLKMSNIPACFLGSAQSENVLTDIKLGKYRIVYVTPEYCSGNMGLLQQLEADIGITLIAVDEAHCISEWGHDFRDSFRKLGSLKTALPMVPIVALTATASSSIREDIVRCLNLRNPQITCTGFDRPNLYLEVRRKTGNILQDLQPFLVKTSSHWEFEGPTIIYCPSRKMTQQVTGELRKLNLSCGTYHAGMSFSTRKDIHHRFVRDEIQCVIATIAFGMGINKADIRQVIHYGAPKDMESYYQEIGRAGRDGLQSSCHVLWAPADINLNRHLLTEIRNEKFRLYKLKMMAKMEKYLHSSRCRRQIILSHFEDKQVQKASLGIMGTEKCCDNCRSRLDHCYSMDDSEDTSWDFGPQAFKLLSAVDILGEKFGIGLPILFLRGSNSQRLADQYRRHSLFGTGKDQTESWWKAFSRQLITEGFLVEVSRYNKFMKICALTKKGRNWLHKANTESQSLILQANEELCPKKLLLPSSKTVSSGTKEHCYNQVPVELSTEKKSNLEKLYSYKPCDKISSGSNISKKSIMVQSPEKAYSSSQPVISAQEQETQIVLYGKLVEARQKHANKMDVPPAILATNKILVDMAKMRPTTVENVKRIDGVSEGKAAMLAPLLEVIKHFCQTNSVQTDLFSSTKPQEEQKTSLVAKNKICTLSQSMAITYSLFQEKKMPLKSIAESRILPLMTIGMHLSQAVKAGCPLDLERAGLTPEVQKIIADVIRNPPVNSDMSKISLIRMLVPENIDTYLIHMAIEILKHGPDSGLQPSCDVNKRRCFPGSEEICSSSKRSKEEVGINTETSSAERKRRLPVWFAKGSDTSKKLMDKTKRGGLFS
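Primary qHTS, 1536-well format. 20 nM WRN + compound, 15 min RT; start with 100 nM forked fluorophore/quencher duplex, 2 mM ATP (final); kinetic read ex 525/em 598 nm.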
KB-V1 MDR tox: kills drug-selected multidrug resistant KB-V1 cells. KB-V1 MDR cells viability, CellTiter-Glo, 72 h. actives 3.4% (n = 400,000). Potency, µM (doses to about 46.1 µM), without a hit: at the top dose activity change, negative = cytotoxicity, hits mostly cytotoxic; further: potency means the concentration at half of the fitted maximal effect; on the % scale 0 is the no-effect control and ±100 the full control effect; nearly all actives have a fitted effect of over 60% in size
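KB-V1 cells (P-gp-expressing MDR subline of KB-3-1) in phenol-red-free DMEM with 10% FBS were exposed to library compounds over a concentration series for 72 h at 37 degrees C. Viability read by CellTiter-Glo luminescence; concentration-effect curves fitted after normalization.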
HT1080 IDH1KD tx: HT-1080 IDH1 knockdown cell toxicity (counter line) | Potency, µM (titrated, usually from 46.1 µM), inactives show at the highest dose activity, negative = toxicity, most hits filed as cytotoxic | HT-1080 IDH1 knockdown viability, ATP luminescence, 48 h | actives 2% (n = 360,000);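 further: potency means the concentration at half of the fitted maximal effect; 0% = DMSO wells and -100% = cell-free medium wells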
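Luminescent ATP read-out (CellTiter-Glo, 10 min at room temperature) after 48 h compound exposure at 37 °C gave viability of IDH1-knockdown HT-1080 cells. Activity was normalised to DMSO and cell-free wells, then fitted as concentration-response curves.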
IL1B secr inh: inflammasome signaling inhibition, IL-1 beta readout | THP-1 LPS/ATP IL-1B secretion, AlphaLISA, 16 h; active compounds read low | activity change, % at 57.5 µM | actives 4.7% (n = 360,000) | AID 743279; in the data active means activity change below about -50%; inconclusive means mostly about -30% to -49%; further: on the % scale 0 is the no-effect control and ±100 the full control effect
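Secreted IL-1B measured by AlphaLISA bead assay after 16 h compound exposure of THP-1 cells; compounds (final up to 57.5 uM) added 1 h before LPS (250 ng/mL) and ATP (1.25 mM) stimulation; lower signal means less secretion.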
ATXN2 expr inh: ATXN2 expression inhibition; Potency, µM (top dose mostly 57 µM), for the others: at the top dose activity change, negative = inhibition, most hits filed as inhibitors; actives 0.72% (n = 360,000); HEK-293 ATXN2-luciferase reporter, luminescence, 24 h; AID 1745845; further: potency means the concentration at half of the fitted maximal effect; on the % scale 0 is the no-effect control and ±100 the full control effect; nearly all actives have a fitted effect of over 55% in size
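qHTS (up to 57 uM final) was run with 24 h compound exposure of reporter cells at 37 °C. Each well was multiplexed: SteadyGlo luminescence measured ATXN2-luciferase expression after a fluorogenic Gly-Phe-AFC viability readout (25 uM final).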
SW480 rereplic: DNA re-replication induction in SW480 cells | SW480 DNA re-replication, Hoechst DNA content imaging, 48 h | Potency, µM (doses to about 46.1 µM), inactives show at the highest dose re-replication activation, most hits filed as activators | actives 1.8% (n = 340,000) | AID 624297; further: potency means the concentration at half of the fitted maximal effect; % of control where 0% means no effect; nearly all actives have a fitted effect of over 55% in size
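Per well, 250 cells were exposed to pinned compound for 48 hr. Nuclear DNA was visualised with Hoechst (40 min, 37 C) and total object intensity recorded by fluorescence scanning.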
HT1080NT lethal: kills 2HG-producing HT-1080-NT fibrosarcoma cells; Potency, µM (top dose mostly 46.1 µM), without a hit: at the highest dose activity, negative = less viability, usual class: cytotoxic; HT-1080-NT fibrosarcoma viability, CellTiter-Glo ATP luminescence, 48 h; AID 686970; actives 1.6% (n = 360,000);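 further: NT is the 2HG producing partner of a matched IDH1 knockdown line; potency means the concentration at half of the fitted maximal effect; 0% = DMSO-treated cells and -100% = media-only wells without cells; nearly all actives have a fitted effect of over 55% in size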
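HT-1080-NT; 750 cells/well; 5% FBS RPMI; 48 h compound, 37 degrees C; CellTiter-Glo luminescence; curve fitting and curve-class assignment.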
MCF10A rerep: inducers of DNA re-replication in MCF 10A breast cells; MCF 10A DNA re-replication, Hoechst nuclear intensity, 48 h; actives 2.9% (n = 350,000); Potency, µM (top dose mostly 46.1 µM), for the others: at the top dose activity, positive = re-replication, actives largely listed as activators; further: potency means the concentration at half of the fitted maximal effect; % of control where 0% means no effect; nearly all actives have a fitted effect of over 50% in size
KB-3-1 cytotox: kills parental KB-3-1 adenocarcinoma cells; KB-3-1 viability, CellTiter-Glo ATP luminescence, 72 h; Potency, µM (doses to about 46.1 µM), inactives show at the highest dose activity change, negative = cytotoxic, actives largely listed as cytotoxic; actives 1.4% (n = 400,000); further: potency means the concentration at half of the fitted maximal effect; on the % scale 0 is the no-effect control and ±100 the full control effect; nearly all actives have a fitted effect of over 60% in size
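Multi-concentration cytotoxicity screen in KB-3-1 cells grown in DMEM lacking phenol red with 10% FBS. After 72 h at 37 °C with compound, ATP-dependent luminescence was recorded.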
* hit, by the source's call; ? = inconclusive; / = no result given; [ ] = dose if it differs, or a comment. Unless noted, the call rests on the fitted dose curve; in most records, active means well fitted curve in the direction sought with a large enough effect; inconclusive means small, poorly fitted or top-dose-only effect, or another doubt; inactive means no such curve, though single readings can be large; an effect the other way counts as inactive or inconclusive. This is a random part of the collection. Share with any hit: about 12%.

SMILES	WRN inhibitor	KB-V1 MDR tox	HT1080 IDH1KD tx	IL1B secr inh	ATXN2 expr inh	SW480 rereplic	HT1080NT lethal	MCF10A rerep	KB-3-1 cytotox
O=C(Nc1nccs1)[C@@H]1CCCN1S(=O)(=O)c1ccc(Cl)cc1	-6%	6%	14%	11	8%	-6%	6%	7%	-2%
O=C(COc1ccc2ccccc2c1)Nc1ccc(Br)cc1C(=O)O	-30%	-20%	-28%	-4	24%	-3%	-15%	9.2µM*	?
CN(CC(=O)Nc1ccc(F)cc1)C(=O)COC(=O)c1ccc(-c2ccccc2)cc1	4%	-1%	-23%	-7	-10%	-4%	-14%	11%	-7%
CC1CN(c2nc3c(c(=O)n(Cc4ccc(Cl)cc4)c(=O)n3C)n2C)CC(C)O1 (configuration not stated)	6%	23µM*	-17%	0	-25%	-5%	-5%	20%	?
CCOC(=S)SCc1cn2cccc(C)c2n1	-1%	4%	10%	-15	-2%[11.3 µM]	-20%	3%	-1%	-6%
COc1cc(C)ccc1OCC(=O)Nc1ccc2c(c1)OCO2	2%	1%	-1%	-24	28%	-6%	-1%	-6%	?
COc1ccc(C2/C(=C(/O)c3ccc4c(c3)CC(C)O4)C(=O)C(=O)N2CCCN2CCOCC2)cc1 (configuration not stated)	9%	0%	3%	6	-2%	-8%	15%	2%	2%
CCOC(=O)[C@]12CCC=C1N(CCC1=CCCCC1)C(=O)[C@H](CC(=O)NCC1CCCCC1)C2	-8%	?	?	0	5%	/	-11%	/	4%
CC(C)c1ccc(/C=C2\CC/C(=C\C=N\N(C)C)C2=O)cc1	-11%	0%	11%	17	1%	-6%	10%	-3%	6%
CCOc1ccc(OCC)c(NC(=O)CC2Oc3ccc(C)cc3NC2=O)c1 (configuration not stated)	1%	-25%	-10%	39	9%	18%	-10%	-2%	3%
O=c1ccn(CCOc2ccc(Cl)cc2)c(=O)[nH]1	-5%	7%	7%	9	0%	-6%	2%	?	8%
CCCCOc1ccc(/C=C/C(=O)OCC(=O)NC(=O)NCC(C)C)cc1OCC	4%	?	9%	0	-13%	-6%	14%	0%	3%
COc1ccccc1CN1CC(C(=O)NCc2cc(F)ccc2C)CCC1=O (configuration not stated)	3%	-12%	2%	24	35%[activator]	1%	-2%	5%	1%
O=C(C1CCN(S(=O)(=O)c2cccc3nsnc23)CC1)N1CCCc2ccccc21	-5%	?	-7%	-52*	0%	8%	-23%	?	1%
CCc1nnc(NC(=O)CCC(=O)N2CCCC(O)C2)s1 (configuration not stated)	5%	1%	-1%	9	3%	-13%	4%	-17%	2%
CC(=O)Oc1c(Cl)c(N2CCOCC2)c(OC(C)=O)c2ccccc12	-5%	-8%	0%	63	66%[activator]	-4%	-4%	?	-10%
Cc1ccc2c(nc3s/c(=C/c4cccs4)c(=O)n32)c1C	-24%	-14%	-7%	0	50%[activator]	18%	-4%	?	-1%
COc1ccc(CNC(=O)Cn2cc(C(F)(F)F)ccc2=O)cc1OC	13%	-11%	10%	4	15%	-5%	22%	-3%	4%
CC(C)(C)C(=O)Nc1ccc(C(=O)Nc2cccnc2)cc1	4%	1%	8%	-28	/	/	7%	/	11%
COc1cc(OC)c(OC)cc1CNC(=O)c1ccc(COc2ccccc2)cc1	13%	12µM*	-26%	-3	-13%	3%	-3%	8%	?
O=C(COC(=O)Cc1ccccc1F)Nc1ccc2c(c1)OCCO2	0%	-1%	13%	-1	2%	1%	15%	-21%	1%
CNc1csc(C)c(C)c1=O	4%	9%	-4%	0	5%	-4%	12%	-1%	-4%
CCOC(=O)CNC(=O)c1cnn2cccnc12	-7%	18%	22%	-2	-19%	-8%	19%	-4%	12%
COc1ccc(NC(=O)CN2CCCCCC2)cc1OC	-1%	-12%	9%	12	-2%	-16%	21%	2%	0%
CCOC(=O)c1c(NC(=O)CSc2nnc(C)o2)sc(C)c1C	-1%	0%	11%	-4	6%	20%	8%	-2%	-7%
O=C(O)[C@@H]1CCCN(S(=O)(=O)c2cccc3cccnc23)C1	-4%	5%	13%	0	8%	-31%[inhibitor][9.22 µM]	12%	6%	-9%
Cc1sc2nc(CN3CCOCC3)nc(N3CCC(C(N)=O)CC3)c2c1C	0%	-1%	-3%	-22	8%	-6%	-4%	1%	?
O=c1sc(/C=N/Nc2ccccc2)c(Cl)n1Cc1ccccc1	-19%[57.1 µM]	-3%	13µM*	-19	6%[11.3 µM]	14%	15µM*	?	-6%
O=C(CC1OC(=O)c2ccccc21)Nc1ccccc1N1CCOCC1 (configuration not stated)	-23%	4%	2%	-12	-12%	-1%	2%	-2%	8%
COc1ccc(NS(=O)(=O)c2cc3c(cc2C)N(C(C)=O)CCO3)c(OC)c1	13%	-7%	0%	0	-7%	-12%	18%	-14%	6%
CC(C)CN1CCC(CN(C)Cc2nc(-c3cnccn3)no2)CC1	9%	0%	14%	5	-4%	-5%	14%	0%	5%
CCSc1nnc(NC(=O)CSc2nc(C)cc(C)n2)s1	-21%	?	-2%	26	-6%	-9%	6%	1%	6%
OCCN1CCN(c2nc(-c3ccccc3O)nc3ccccc23)CC1	2%	?	?	-82*	?	?	?	19%	-25%
CCOC1=CC(=O)N(Cc2ccccc2)C1	-1%	0%	-1%	0	-33%	-15%	-2%	-6%	9%
CN(C)C(=O)CSc1ccccc1C(=O)OCC(=O)NC1CC1	-4%	8%	13%	-17	5%	-9%	10%	6%	4%
O=C(Nc1ccc(Cl)c(S(=O)(=O)N2CCCC2)c1)c1nn(CCO)c(=O)c2ccccc12	-13%	-20%	-11%	-11	-19%	-3%	-3%	?	4%
O=C1CC(c2ccccc2)=C(c2ccccc2)C1c1ccccc1 (configuration not stated)	-1%	10µM*	4%	-8	-9%	?	-4%	?	?
Cn1c(SCC(=O)N2CCOCC2)nc(O)cc1=O	-6%	15%	14%	0	0%	-4%	5%	-3%	2%
Cc1cc(=O)oc2c3c(cc(OCC(=O)Nc4cccnc4)c12)OC(C)(C)CC3	8%	10%	8%	14	-4%	-3%	11%	31%	0%
COc1cccc(/C=C/C(=O)Nc2ccc3c(c2)OCCO3)c1	-8%	-8%	-9%	?	21%	9%	-4%	14%	-20%

Some of these compounds in order of molecular weight, descending:
SMILES	WRN inhibitor	KB-V1 MDR tox	HT1080 IDH1KD tx	IL1B secr inh	ATXN2 expr inh	SW480 rereplic	HT1080NT lethal	MCF10A rerep	KB-3-1 cytotox
COc1ccc(NS(=O)(=O)c2cc3c(cc2C)N(C(C)=O)CCO3)c(OC)c1	13%	-7%	0%	0	-7%	-12%	18%	-14%	6%
CCOC(=O)c1c(NC(=O)CSc2nnc(C)o2)sc(C)c1C	-1%	0%	11%	-4	6%	20%	8%	-2%	-7%
O=C(COC(=O)Cc1ccccc1F)Nc1ccc2c(c1)OCCO2	0%	-1%	13%	-1	2%	1%	15%	-21%	1%
CN(C)C(=O)CSc1ccccc1C(=O)OCC(=O)NC1CC1	-4%	8%	13%	-17	5%	-9%	10%	6%	4%
COc1ccc(NC(=O)CN2CCCCCC2)cc1OC	-1%	-12%	9%	12	-2%	-16%	21%	2%	0%
Cn1c(SCC(=O)N2CCOCC2)nc(O)cc1=O	-6%	15%	14%	0	0%	-4%	5%	-3%	2%
CCOC(=O)CNC(=O)c1cnn2cccnc12	-7%	18%	22%	-2	-19%	-8%	19%	-4%	12%
CNc1csc(C)c(C)c1=O	4%	9%	-4%	0	5%	-4%	12%	-1%	-4%

Following part
SMILES	WRN inhibitor	KB-V1 MDR tox	HT1080 IDH1KD tx	IL1B secr inh	ATXN2 expr inh	SW480 rereplic	HT1080NT lethal	MCF10A rerep	KB-3-1 cytotox
CS(=O)Cc1cc(Sc2ccccc2)nc(-c2ccncc2)n1 (configuration not stated)	-8%	13%	-10%	39	2%	-11%	-8%	?	0%
O=C(O)C1C2CCC(O2)C1C(=O)Nc1ccc(OC(F)F)cc1 (configuration not stated)	-5%[57.1 µM]	-14%	-11%	46	27%	4%[1.84 µM]	-23%	14%	-7%
Cc1ccc(S(=O)(=O)N2CCCC2CNC(=O)C(=O)NC2CCCC2)cc1 (configuration not stated)	0%	-2%	-10%	28	8%	-43%[inhibitor]	-6%	-7%	-1%
Cn1cccc1C(=O)OCC(=O)N1c2ccccc2NC(=O)C1(C)C	2%	-2%	12%	-6	/	-6%	14%	0%	5%
Cc1cccc(NC(=O)COc2cccc3c2CCN(Cc2ccccc2)C3=O)c1C	0%	9.2µM*	3%	?	17%	0%	4%	-4%	2%
Cc1cccc(C(=O)NCC(c2ccco2)N(C)C)c1 (configuration not stated)	-10%	16%	14%	-2	9%	-2%	5%	-2%	15%
CCCOc1ccc(N2C(=O)CC(N3CCN(S(=O)(=O)c4ccccc4)CC3)C2=O)cc1 (configuration not stated)	0%	1%	6%	-5	/	-18%	-3%	2%	3%
CN1CCN(Cc2cn[nH]c2-c2ccc(F)cc2F)[C@@H](c2ccccc2)C1	1%	-30%	-12%	?	-20%	?	-1%	-43%[inhibitor]	-9%
